Source: PubChem
APE1 inh – APE1 (human) endonuclease inhibition | hit rate 0.35% among 350,000 | recombinant APE1, TAMRA/BHQ-2 abasic DNA cleavage fluorescence | AID 2517 | Potency, µM (titrated, usually from 65.8 µM), for inactives: at the highest dose activity change, negative = inhibition, usual class: inhibitors;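 also: potency is read from the fitted curve at half-maximal effect; plate controls were vehicle for no effect and reference inhibitor for full effect; nearly all actives have a fitted effect of over 55% in size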
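Step 1: APE1 (0.75 nM) with compound, 15 min RT. Step 2: add 50 nM fluorophore/quencher THF duplex. Step 3: three fluorescence reads 60 s apart (525/598 nm); read 3 minus read 1 = reaction progress.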
LDHA block – blocks human lactate dehydrogenase A. P00338. purified LDHA, NADH/diaphorase-resazurin fluorescence; active compounds read low. activity change, % (values are at about 110 or 230 µM). hit rate 0.15% among 480,000. AID 1347041; in the data active = activity change below about -30%; inconclusive = mostly about -25% to -30%;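 also: plate controls were DMSO wells for no effect and wells without enzyme for full effect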
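LDH5 2 nM; NADH 0.06 mM, pyruvate 0.2 mM; 200 mM Tris pH 7.4, EDTA, Tween-20; 5 min RT. Detection: diaphorase 0.133 mg/mL + resazurin 37 µM, fluorescence ex540/em590 at 0 and 20 min; normalized to enzyme-free and DMSO wells.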
POLK inh – inhibitors of human DNA polymerase kappa. Q9UBT6. hit rate 0.53% among 400,000. AID 588579. purified Pol kappa, fluorescent DNA synthesis assay, 10 min. Potency, µM (highest dose often 107 µM), for the others: at the highest dose activity, negative = inhibition, hits mostly inhibitors; also: potency is read from the fitted curve at half-maximal effect; % is scaled to controls: 0 for no effect and ±100 for the full control effect
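First, compounds were pin-transferred onto 10 nM Pol kappa. After 15 min at room temperature, substrate was added to 50 nM final. Fluorescence was then measured kinetically at 0 and 10 min.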
Anesthetic bind – candidate novel general anesthetic via apoferritin binding | P02791 | apoferritin/1-aminoanthracene competitive binding, fluorescence | Potency, µM (doses to about 77.5 µM), for the others: at the top dose activity change, negative = displacement, actives largely listed as inhibitors | hit rate 0.074% among 350,000; also: potency is read from the fitted curve at half-maximal effect; % is scaled to controls: 0 for no effect and ±100 for the full control effect; nearly all actives have a fitted effect of over 20% in size
Target sequence (P02791 2-175 limits assumed): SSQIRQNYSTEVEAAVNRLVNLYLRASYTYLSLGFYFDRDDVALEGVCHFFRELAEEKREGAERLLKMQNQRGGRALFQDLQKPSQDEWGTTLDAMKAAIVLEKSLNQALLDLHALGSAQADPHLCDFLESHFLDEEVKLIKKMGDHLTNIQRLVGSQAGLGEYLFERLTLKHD
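In PBS, apoferritin at 10 uM is loaded with 1-AMA from a 50% saturated solution. After 10 min of compound exposure at ambient temperature, reduced 535 nm fluorescence indicates probe displacement.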
ERG Ets-DNA blk – ERG Ets/DNA interaction inhibition; hit rate 0.028% among 370,000; Potency, µM (highest dose often 76.9 µM), without a hit: at the top dose FP activity, negative = inhibition, hits mostly inhibitors; fluorescence polarization, His-ERG Ets domain / labelled DNA; active = well fitted inhibition curve with a large enough effect in the polarisation, with a control signal flat; inconclusive = small, poorly fitted or top-dose-only effect, or effect the other way, or a change in a side signal; inactive = no such curve, though single readings can be large or run the other way; the % refers to the polarisation;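 also: polarization taken with two DNA probes labelled with fluorescein and Texas red; potency is read from the fitted curve at half-maximal effect; % of control where 0% means no effect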
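His-tagged ERG Ets domain (1 uM in the protein solution; 300mM KCl, 50mM Tris-HCl, 1mM EDTA, 1mM DTT, pH 7.5) received compound, then a probe mix of 5 nM fluorescein-DNA and 100nM Texas-615-DNA. Fluorescence polarization was read for both dyes.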
Pol beta inh – inhibitors of human DNA polymerase beta. P06746. Pol beta primer extension/strand displacement, fluorescence kinetic. Potency, µM (highest dose often 114 µM), for the others: at the highest dose activity change, negative = inhibition, most hits filed as inhibitors. hit rate 1.3% among 340,000. AID 485314; also: potency is read from the fitted curve at half-maximal effect; % is scaled to controls: 0 for no effect and ±100 for the full control effect
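Pol beta (10 nM) and compounds were preincubated 15 min at room temperature, then 50 nM substrate (final) started primer extension/strand displacement. Reads were taken at 0 and 10 min; concentration-response data were fitted to a four-parameter Hill equation.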
RGS4 inh – blocks human RGS4-accelerated GTP hydrolysis; Transcreener GDP fluorescence polarization, RGS4-accelerated GTP hydrolysis; hit rate 0.039% among 390,000; Potency, µM (doses to about 114 µM), for the others: at the top dose activity change, negative = inhibition, hits mostly inhibitors; also: potency is read from the fitted curve at half-maximal effect; % is scaled to controls: 0 for no effect and ±100 for the full control effect; nearly all actives have a fitted effect of over 75% in size; some results filed as inactive show a strong effect at the top dose
Target sequence (P49798 whole entry, looked up): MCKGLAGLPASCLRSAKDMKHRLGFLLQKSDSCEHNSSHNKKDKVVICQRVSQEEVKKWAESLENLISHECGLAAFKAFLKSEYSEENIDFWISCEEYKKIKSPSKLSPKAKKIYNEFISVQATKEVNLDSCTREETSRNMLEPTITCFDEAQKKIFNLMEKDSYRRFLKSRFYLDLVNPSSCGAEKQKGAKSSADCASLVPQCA
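MLSMR compounds (23 nl, pin-transferred) preincubated 10 min at room temperature with a 500nM (2x) first reagent, then RGS4 at 900nM (2x) plus Transcreener GDP mix added; fluorescence polarization (620/688 nm) read before and after 90 min at 30 °C.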
ALOX12 inh – blocks human arachidonate 12S-lipoxygenase | P18054 | purified 12hLO, xylenol orange hydroperoxide absorbance | Potency, µM (doses to about 108 µM), inactives show at the top dose activity change, negative = inhibition, most hits filed as inhibitors | hit rate 1.1% among 580,000 | AID 1671190; also: potency is read from the fitted curve at half-maximal effect; % is scaled to controls: 0 for no effect and ±100 for the full control effect
Target sequence (P18054 whole entry, looked up): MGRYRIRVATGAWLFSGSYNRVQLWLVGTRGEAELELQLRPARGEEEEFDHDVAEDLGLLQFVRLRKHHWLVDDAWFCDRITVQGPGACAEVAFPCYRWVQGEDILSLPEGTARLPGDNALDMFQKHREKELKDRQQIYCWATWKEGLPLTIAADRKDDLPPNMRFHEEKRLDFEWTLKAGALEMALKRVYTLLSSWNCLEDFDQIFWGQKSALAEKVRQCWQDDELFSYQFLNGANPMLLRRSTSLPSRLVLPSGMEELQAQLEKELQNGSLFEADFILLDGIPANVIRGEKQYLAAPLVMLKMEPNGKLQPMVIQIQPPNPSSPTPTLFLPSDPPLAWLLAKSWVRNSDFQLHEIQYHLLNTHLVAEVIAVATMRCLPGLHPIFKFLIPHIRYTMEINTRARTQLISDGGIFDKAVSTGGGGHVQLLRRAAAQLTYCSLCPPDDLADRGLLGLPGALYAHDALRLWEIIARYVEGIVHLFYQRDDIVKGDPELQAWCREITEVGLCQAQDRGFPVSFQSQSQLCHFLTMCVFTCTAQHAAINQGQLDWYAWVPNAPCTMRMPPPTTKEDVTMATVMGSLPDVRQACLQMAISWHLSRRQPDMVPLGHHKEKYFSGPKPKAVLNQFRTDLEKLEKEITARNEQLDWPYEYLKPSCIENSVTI
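Purified human 12hLO at 150 nM in 25 mM Hepes, 0.01% Triton X-100, pH 7.0, preincubated 15 min at room temperature with compound. Reaction started with 40 uM arachidonic acid, 30 min at room temperature. Hydroperoxide measured by Fe-xylenol orange, 573/405 nm absorbance ratio.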
Pol eta inh – blocks human DNA polymerase eta activity | Q9Y253 | recombinant Pol eta, fluorescent DNA replication assay | Potency, µM (doses to about 114 µM), inactives show at the top dose activity change, negative = inhibition, most hits filed as inhibitors | hit rate 1.2% among 390,000 | AID 588591; also: potency is read from the fitted curve at half-maximal effect; % is scaled to controls: 0 for no effect and ±100 for the full control effect
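Fluorescent replication assay: 50 nM final substrate added after a 15 min room-temperature compound preincubation with 10 nM enzyme. Signal taken at 0 min and again at 10 min.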
The depositor's hits bear a star; ? = inconclusive; nt = no result given; [ ] = dose if it differs, or a comment. Unless noted, calls follow the shape of the dose curve; as a rule, active = well fitted curve in the direction sought with a large enough effect; inconclusive = small, poorly fitted or top-dose-only effect, or another doubt; inactive = no such curve, though single readings can be large; an effect the other way counts as inactive or inconclusive.

SMILES	APE1 inh	LDHA block	POLK inh	Anesthetic bind	ERG Ets-DNA blk	Pol beta inh	RGS4 inh	ALOX12 inh	Pol eta inh
CCCCOc1ccc(CNn2c(C)nc3ccccc3c2=O)cc1	1.0%	-5.9	-6.6%	-4.1%	-2.3%	6.9%	14.3%	8.2%	-22.6%
COc1ccc(NC(=O)CCN2CCCCCC2)c(OC)c1	-2.0%	1.9	-2.4%	-11.4%	nt	18.6%	10.2%	9.4%	1.6%
Nc1ncc(S(=O)(=O)NCc2ccc(F)cc2)cn1	nt	-6.3	-7.0%[60.1 µM]	-7.5%	-2.7%	16.1%	2.8%	-20.7%	-9.1%
Cc1ccccc1-c1nc(CN2CCC(C(=O)NCCCN3CCCC3)CC2)c(C)o1	11.6%	-10.5	-7.5%	-8.3%	-11.7%	0.2%	1.8%	-0.8%	3.9%
Cn1c(=O)c2cc(S(=O)(=O)NCCC(=O)NCc3ccccc3Cl)ccc2n(C)c1=O	16.5%	-6.2	-6.5%	-12.4%	-1.1%	27.8%	-20.1%	4.4%	-8.5%
O=C(/C=C/c1c(Cl)nc2ccccn12)N1CCN(c2ccc(F)cc2)CC1	-3.3%	-10.5	2.4%	-9.1%	-10.8%	?	-14.6%	-3.5%	-17.2%
Cc1ccc(NC(=O)/C(C#N)=C/c2ccccc2C(F)(F)F)cc1	2.2%	-8.7	-6.2%[60.1 µM]	-10.5%	16.0%	27.2%	32.2%	-20.6%	-8.9%
CCS(=O)(=O)c1ccc(C=NNc2nc3ccccc3o2)cc1	nt	2.6	-9.3%	nt	3.7%	nt	-8.7%	-4.8%	-8.3%
CCOc1ccc(CCNS(=O)(=O)c2c(C)n[nH]c2C)cc1OCC	?	0.3	-6.3%	-6.8%	-1.9%	10.4%	-10.9%[11.4 µM]	-9.7%	-16.8%
COc1cc(OC)cc(C(=O)Nc2cccc(-c3cn4cccnc4n3)c2)c1	nt	-12.3	0.7%[60.1 µM]	447.6%[activator]	11.3%	3.9%	?	-27.4%	-1.9%
COc1ccc(NC(=O)C2CCN(C(=O)Cc3ccccc3)CC2)cc1OC	?	-4.4	-11.7%	-2.4%	-2.7%	1.5%	14.7%	-0.2%	4.1%
Cc1ccc(-n2nnnc2SCC(=O)NC2CCCc3ccccc32)c(C)c1 (centres undefined)	3.2%	-9.1	-17.6%	29.9%	-7.4%	-17.9%	-12.3%	-9.6%	-11.6%
CCCn1c2ccccc2c2cnn(CC(=O)N(CC)c3cc(C)ccc3C)c(=O)c21	nt	1.4	-6.7%	-5.9%	-9.0%	1.3%	1.9%	-4.4%	3.3%
C/C(=N\NC(=O)CN1CCN(Cc2ccccc2)CC1)c1ccncc1	4.9%	-3.8	-1.6%	-5.0%	0.4%	-18.7%	-2.0%	-6.8%	-19.2%
COc1ccc(N/C(N)=N/c2nc(C)c(Cc3ccccc3)c(=O)[nH]2)cc1	-16.6%	-10.4	-10.4%	-2.0%	-3.2%	15.1%	8.0%	7.9%	-3.5%
CCN(CC)CCNC(=O)COc1ccc(Cl)cc1Cl	-1.3%	-8.2	-11.0%	-4.5%	nt	6.5%	17.4%	-11.6%[57.4 µM]	-12.1%
Fc1ccc(-n2c(Cc3ccccc3)nnc2SCc2nc(-c3cccs3)no2)cc1	-9.9%	-3.5	0.4%[60.1 µM]	-0.5%	nt	-18.5%	-6.9%	11.1%	-3.4%
C=CCn1c(C(CCCC)CC(C)O)n[nH]c1=S (centres undefined)	1.3%	-3.0	-8.4%	-6.7%	0.5%	-16.3%	-23.1%	-2.0%	-5.5%
Cn1/c(=N\NC(=O)c2ccccc2Cl)sc2ccccc21	-2.3%	-15.1	-7.2%	-9.1%	15.9%	5.2%	-43.8%	-25.2%	-1.5%
Cc1ccc(NC(=O)c2cc(S(=O)(=O)NC3CCCCC3)ccc2F)cc1Cl	nt	15.9	-7.1%[60.1 µM]	?	-2.1%	-13.9%	7.1%	-5.5%	-22.4%
COCCNC(=S)N1CCN(S(C)(=O)=O)CC1	1.7%	-5.4	2.0%	-2.8%	0.4%	3.2%	7.8%	4.9%	-13.1%
CCN(CC)CCOC(=O)c1ccc(NC(=O)CCCN2C(=O)S/C(=C/c3ccc(OC)cc3)C2=S)cc1	33.6µM*	-0.1	-0.8%	-11.2%	35.5%[activator]	?	?	nt	-24.8%
OC(CNCc1ccccc1)(c1ccc(F)cc1)c1ccc(F)cc1	0.2%	0.0	-3.5%	-8.3%	4.8%	-24.1%	6.3%	0.0%	-4.6%
C#CCOCCOCCOCCNc1nc(N2CCN(C(=O)CCCCCCCCCCNC(=O)Cn3cc(C[C@@H](C)O)nn3)CC2)nc(N2CCN(C(=O)CCCCCCCCCCNC(=O)Cn3cc(C[C@@H](C)O)nn3)CC2)n1	-44.1%	1.5	-4.2%	nt	-5.4%	nt	?	-26.8%	-13.0%
CCC(=O)Nc1ccc(NC(=O)c2ccc3ccccc3c2)cc1	39.4%	-6.0	1.7%	-5.3%	-4.7%	1.0%	-9.9%	-3.2%	-17.3%

(more compounds)
SMILES	APE1 inh	LDHA block	POLK inh	Anesthetic bind	ERG Ets-DNA blk	Pol beta inh	RGS4 inh	ALOX12 inh	Pol eta inh
CC(C)c1ccc(CNCCSc2nnnn2C)cc1	nt	-1.2	9.7%	-8.2%	3.9%	14.9%	-14.2%	-11.1%	-6.5%
CCc1nc2sc3c(N4CCCCC4)ncnc3c2c2c1CCCC2	nt	-15.6	2.9%	-1.0%	0.4%	8.9%	-16.5%	-19.8%	-11.1%
CCOc1ccccc1NC(=O)CSc1nc(N)c(C#N)cc1C#N	-5.1%	-6.2	-17.4%	-20.2%	-3.3%	19.5%	11.3%	163.0%[activator]	?
Cc1cc(C)c(C)c(S(=O)(=O)Nc2cccc(S(=O)(=O)Nc3ccccc3C(=O)O)c2)c1C	12.6%	-10.7	-10.2%	nt	3.8%	nt	7.9%	?	-6.3%
O=C(CSCc1ccccc1)N1CCN(S(=O)(=O)c2ccc(F)cc2)CC1	2.3%	-0.7	1.0%	-16.3%	13.9%	-13.3%	16.6%	?	4.9%
CC1(c2nnc(-c3ccncc3)o2)CC(c2cccnc2)=NO1 (centres undefined)	nt	-1.3	-0.5%	nt	18.0%	nt	-3.6%	12.2%	-4.7%
CN1CCN(C2Cc3cc(F)ccc3Sc3ccc(Cl)cc32)CC1 (centres undefined)	nt	-2.1	-8.7%	nt	-9.2%	nt	-1.8%	10.6%	-7.9%
O=S(=O)(c1ccccc1)N1CCC(O)(CSc2ccc(Cl)cc2)CC1	-4.5%	-1.3	-4.5%	-4.1%	0.7%	39.7%[activator]	-23.1%	0.5%	-25.6%
O=C1OC[C@H]2CCCN2C(=O)[C@@H](CC(=O)N(CCO)Cc2ccccc2)C/C=C\C[C@H]1Cc1ccc(F)cc1	-13.5%	1.3	-0.4%	nt	1.0%	nt	3.2%	?	-13.2%
Cc1cccc(NC(=O)CCc2ccccc2)c1C	-11.4%	-3.1	-10.8%	-14.0%	5.9%	?	1.7%	-7.0%	7.3%
COc1ccc(NC(=O)NNC(=O)c2ccccc2-n2cccc2)cc1OC	15.7%	1.4	6.3%	1.3%	-5.5%	1.8%	-22.7%	4.8%	-14.3%
O=C(COC(=O)c1ccc2ccccc2c1)NCCCc1ccccc1	0.8%	-1.2	1.6%	-6.2%	1.2%	12.7%	-7.4%	-0.6%	-4.8%
CCCN1C(=O)c2ccccc2NC1c1ccc(O)c(OCC)c1 (centres undefined)	76.3%	-0.6	-9.3%	21.4%	-1.9%	2.4%	-5.5%	18.5%	-17.6%
Cc1cc(C)c(N=C2CCCN2Cc2ccccc2)c(C#N)c1	13.0%	1.0	-23.1%	-2.3%	-5.4%	12.9%	9.2%	0.0%	-7.6%
O=C(N/N=C/c1ccc(O)cc1)c1cc(-c2ccc3c(c2)OCO3)n[nH]1	11.1%	2.5	-19.0%	-6.6%	12.8%	?	-7.0%	-10.6%	?
CCOC(=O)CSc1nc2cc(OC)ccc2cc1C#N	-1.9%	-5.2	?	-19.1%	-5.2%	-0.2%	-30.2%	15.4%	-14.4%
CC(C)N(c1nnc(N)s1)C(C)C	9.6%	-1.6	5.0%	1.7%	-10.2%	7.1%	-3.1%	-9.5%	-6.7%
O=C(c1ccccc1Cl)N1CCC(O)(c2cccnc2)CC1	1.4%	-0.3	-0.7%[60.1 µM]	-3.1%	-0.2%	0.5%	3.3%[11.4 µM]	-3.9%	-22.3%
C=C(C)C(=O)Nc1cccc(C2=NOC3(C2)C[C@@H](C(N)=O)N(C(=O)C(=C)C)C3)c1 (some centres undefined)	-3.9%	-4.3	?	-4.7%	-13.3%	3.55µM*	?	-6.8%	10µM*
CC(C(=O)Nc1ccccc1C(=O)O)n1c(C(F)(F)F)nc2ccccc21 (centres undefined)	-0.4%	-7.2	-0.4%	-2.3%	3.6%	17.5%	13.3%	-8.8%	-16.4%
CCOc1ccc(S(=O)(=O)NCCC(=O)OCC(=O)c2ccc[nH]2)cc1	-5.3%	-4.0	-2.8%	-8.2%	-2.6%	-1.8%	-11.4%	0.0%	-18.9%
Cc1ccnc(NC(=O)c2cnc(Cl)c(Cl)c2)c1	31.9%	-1.2	-4.1%	-0.1%	-1.2%	-9.3%	-11.4%	7.0%	-11.5%

A portion of the library. The share of hits here may be higher or lower than overall.
